GPR7 antagonist: human neuropeptides B/W receptor 1 antagonism | GPR7-expressing cells, fluorescence antagonist assay | inhibition, % at 4.4 µM | 290,000 compounds, 1.1% hits | AID 1861; in the data active = inhibition above about 16%, passing the limit was not always enough;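 also: cells stimulated with the agonist NPW; 0% = agonist with vehicle and 100% = vehicle without agonist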
Target sequence (P48145 whole entry, looked up): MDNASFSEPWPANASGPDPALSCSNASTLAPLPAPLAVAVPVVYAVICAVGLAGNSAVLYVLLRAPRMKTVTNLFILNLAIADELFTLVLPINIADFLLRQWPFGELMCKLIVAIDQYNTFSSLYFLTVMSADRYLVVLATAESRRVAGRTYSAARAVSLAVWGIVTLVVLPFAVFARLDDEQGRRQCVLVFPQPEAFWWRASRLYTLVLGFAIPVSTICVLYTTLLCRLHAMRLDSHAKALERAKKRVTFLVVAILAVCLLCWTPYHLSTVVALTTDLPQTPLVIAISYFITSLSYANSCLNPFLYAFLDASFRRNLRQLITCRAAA
OXTR potentiator: potentiates the human oxytocin receptor response. activation, % at 3 µM. 320,000 compounds, 0.061% hits. CHO-OTR cells, Fluo-8 calcium fluorescence, potentiator mode; 0% = oxytocin EC15, 100% = EC100. AID 2445. P30559;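 active = activation above that plate's cutoff, the mean activation of tested compounds plus 3 SD, cut at about 6.6% in these data, passing the limit was not always enough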;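 also: 100% uses oxytocin at 75 nM as the full agonist control; some results filed as inactive read as strong as hits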
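Assay system: CHO cell line stably expressing human OTR | Also added: Oxytocin at about EC15, sub-maximal agonist stimulus | Times: Compound 6 min at room temperature before oxytocin, 100 s read | Measured by: Fluo-8 intracellular calcium fluorescence, ex 470-495, em 515-575 nm | Controls: EC15 oxytocin alone as 0%, 75 nM oxytocin as 100%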
CHO parental Ca: signal in parental CHO cells, OX1R antagonist counter-screen | parental CHO-K1, ATP-induced calcium, Fluo-8 fluorescence | inhibition, % at 5.6 µM | 330,000 compounds, 0.63% hits;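 active = inhibition above that plate's mean sample inhibition plus 3 SD, cut at about 26% in these data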;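 also: 0% = ATP-challenged DMSO wells and 100% = DMSO wells without ATP; some compounds past the cut are filed as inactive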
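Material: Parental CHO cells | Reagent: ATP | Compound dosing: Single nominal dose of 5.6 µM per compound | Detection: Intracellular calcium via Fluo-8 no-wash fluorescent dye | Read-out: % inhibition of ATP-induced calcium mobilization | Benchmarks: Low control ATP plus DMSO, high control DMSO only | Replicates: Singlicate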
M1 PAM parental: nonselective activator or artifact in parental CHO-K1 calcium assay. activation, % at 3 µM. 360,000 compounds, 0.02% hits. ATP EC20, Fluo-8 calcium fluorescence; 0% at ATP EC20, 100% at ATP max;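 active = activation above the run cutoff, the mean activation of all test compounds plus 3 SD, cut at about 40% in these data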;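 also: peak over basal fluorescence ratio in a 140 s read after ATP addition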
OXTR ag: activates the human oxytocin receptor | P30559 | CHO-OTR cells, Fluo-8 calcium fluorescence; normalized: DMSO 0%, oxytocin 100% | activation, % at 3 µM | 320,000 compounds, 0.32% hits | AID 2435;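 active = activation above the mean of all tested compounds plus 3 SD, cutoff set per screening run, cut at about 20% in these data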;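 also: peak over basal fluorescence ratio from a 100 s FLIPR kinetic read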
TAAR1 antagonist: human TAAR1 antagonism | Q96RJ0 | CHO RD-HGA16 TAAR1, Fluo-8 calcium fluorescence, antagonist | inhibition, % at 3 µM | 360,000 compounds, 1.5% hits | AID 624466;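 active = inhibition above a per-plate cutoff, the mean inhibition of test compounds on that plate plus 3 SD, cut at about 49% in these data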;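 also: 0% = DMSO plus EC80 beta-PEA response and 100% = DMSO alone without agonist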
Target sequence (Q96RJ0 whole entry, looked up): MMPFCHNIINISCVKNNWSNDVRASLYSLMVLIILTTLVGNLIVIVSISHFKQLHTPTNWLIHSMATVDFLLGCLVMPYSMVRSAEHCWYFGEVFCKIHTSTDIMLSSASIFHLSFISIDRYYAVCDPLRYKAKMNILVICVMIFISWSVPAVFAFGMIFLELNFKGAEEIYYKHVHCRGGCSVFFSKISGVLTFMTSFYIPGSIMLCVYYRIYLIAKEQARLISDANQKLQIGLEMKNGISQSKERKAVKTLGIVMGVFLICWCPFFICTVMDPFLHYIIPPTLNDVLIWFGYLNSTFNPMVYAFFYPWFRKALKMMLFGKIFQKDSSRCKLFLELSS
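System: CHO RD-HGA16 cells bearing hTAAR1. Reagent: EC80 β-phenethylamine stimulus. Schedule: seeding 17-24 h prior, 75-min 37 °C, 30-min RT dye loading. Signal: Fluo-8 intracellular calcium dye fluorescence, real-time kinetic reads. Read-out: % inhibition from peak post-agonist over basal fluorescence ratio. Benchmarks: vehicle wells and EC80 agonist wells. Replicates: n of 1.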
CHO-K1 Ca ag: counter-screen for M1 agonists: effect in parental CHO-K1 cells; 360,000 compounds, 0.48% hits; Fluo-8 calcium fluorescence; scaled to maximal ATP response, vehicle zero; activation, % at 3 µM; in the data active = activation above about 15%;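 also: untransfected CHO-K1 host cells lacking M1 receptor as counterscreen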
CHO-K1 Ca antag: nonselective inhibitor or artifact in parental CHO-K1 cells; ATP-induced calcium, Fluo-8 fluorescence; inhibition, % at 3 µM; 360,000 compounds, 0.6% hits; AID 602250;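 active = inhibition above a per-plate cutoff, the plate's mean sample inhibition plus 3 SD, cut at about 24% in these data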;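 also: 0% = DMSO plus EC80 ATP and 100% = DMSO alone without ATP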
V1R ag counter: counter-screen for oxytocin receptor agonists: human V1a receptor agonists | activation, % at 3 µM | CHO-V1R cells, Fluo-8 calcium fluorescence, agonist mode; 0% DMSO, 100% 3 nM vasopressin | P37288 | 320,000 compounds, 0.25% hits;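 active = activation above the mean activation of all tested compounds plus 3 SD, per screening run, cut at about 20% in these data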;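 also: signal is peak over basal fluorescence ratio across a 100 second FLIPR read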
Target sequence (P37288 whole entry, looked up): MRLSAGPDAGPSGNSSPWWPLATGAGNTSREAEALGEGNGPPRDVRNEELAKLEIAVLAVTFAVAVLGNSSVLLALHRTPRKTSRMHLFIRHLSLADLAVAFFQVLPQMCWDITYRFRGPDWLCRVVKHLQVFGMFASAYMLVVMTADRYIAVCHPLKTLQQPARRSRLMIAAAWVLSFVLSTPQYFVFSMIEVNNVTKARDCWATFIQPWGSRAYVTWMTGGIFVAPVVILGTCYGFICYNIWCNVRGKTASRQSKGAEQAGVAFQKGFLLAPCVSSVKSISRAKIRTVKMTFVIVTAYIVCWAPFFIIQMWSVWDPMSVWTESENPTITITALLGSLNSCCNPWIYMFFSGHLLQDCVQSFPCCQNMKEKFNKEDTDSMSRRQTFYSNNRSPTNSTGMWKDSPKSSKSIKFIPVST
* hit, by the source's call; x = not tested or not shown.

SMILES	GPR7 antagonist	OXTR potentiator	CHO parental Ca	M1 PAM parental	OXTR ag	TAAR1 antagonist	CHO-K1 Ca ag	CHO-K1 Ca antag	V1R ag counter
N#Cc1cn(CC(=O)N2CCCC2)c2ccccc12	-16	-7	-7	12	1.1	5	0.4	-1	0.5
CCOC(=O)N1CCN(C(c2ccc(C)cc2)c2sc3nc(C)nn3c2O)CC1 (stereo unspecified)	x	2	-7	7	-1.1	-33	0.1	7	0.7
C=CCNC(=O)/C(C#N)=C/c1ccccc1[N+](=O)[O-]	-5	3	0	5	1.1	-10	0.5	-5	1.8
Cc1ccc(S(=O)(=O)NNC(=O)c2ccccc2O)cc1	-2	-2	-13	1	0.4	1	0.7	12	0.9
O=C(C[C@@H]1C/C=C/CC[C@H](Cc2ccc(F)cc2)C(=O)OC[C@@H](Cc2ccccc2)NC1=O)N[C@H](CO)Cc1ccccc1	x	-3	-11	-1	2.1	7	-0.2	0	1.5
COc1cc2c(cc1OC)C(C)=NC1(CCCCC1)C2	-1	0	-15	23	1.0	-5	0.6	-5	-0.2
O=C(Oc1ccccc1C(=S)N1CCOCC1)c1cccc([N+](=O)[O-])c1	-6	-12	-15	-3	-1.4	0	0.0	-4	-0.5
O=C(NCc1cccs1)N[C@@H](Cc1ccccc1)C(=O)O	-12	-8	-3	-6	-1.0	2	0.5	-8	-0.3
Cc1nn(-c2ccccc2)c(C)c1C(=O)OC(C)C(=O)NC1CCCCC1C (stereo unspecified)	x	-5	-17	-9	1.2	5	1.5	6	2.5
O=C(Nc1ccc2c(c1)OCCO2)C1CCN(C(=O)c2ccc(F)cc2)CC1	-4	-8	-23	19	0.4	2	0.9	-11	0.2
CSc1ccccc1NC(=O)COc1ccc(Cl)cc1	-3	-6	-21	17	-3.4	-6	0.0	-14	-0.1
COc1ccccc1/C=C/C(=O)OCC(=O)Nc1ccc2c(c1)OCCO2	x	-5	-37	-19	0.1	-14	0.2	2	1.0
COc1ccc(CC(=O)Nc2c3c(nn2-c2cccc(Cl)c2)CS(=O)(=O)C3)cc1	3	1	-16	15	-2.1	3	0.6	-8	-0.8
CCOC(=O)c1ccc(NC(=O)c2c(Cl)cc(C)nc2C)cc1	-22	3	-16	17	2.8	-2	1.2	-5	0.2
CCOc1ccc(-c2c(=O)n(O)c3ccccc3[n+]2[O-])cc1	-12	-8	-4	-27	-1.2	-4	0.3	11	0.2
CC1CCCC(C)N1CCCNC(=O)c1ccc2nc(N3CCOCC3)sc2c1 (stereo unspecified)	-13	-1	-3	9	-0.3	-18	-0.1	3	1.0
COc1ccc(CCn2c(C)c(C(C)=O)c(C(C)=O)c2C)cc1OC	-4	0	-1	14	0.6	-14	1.0	-16	0.2
CCCCNC(=O)CN1C(=O)NC(CCc2ccccc2)C1=O (stereo unspecified)	-8	-13	8	13	0.2	-20	5.2	-8	-0.6
Cc1nc(SCC(=O)Nc2cc(C(N)=O)cc(C(N)=O)c2)c2c(C)c(C)sc2n1	-6	-5	-12	20	-0.8	-20	0.1	-14	-0.7
COc1ccc(-c2ccc(CCC(=O)O)n2-c2ccccc2O)cc1	-8	-6	-8	-9	0.3	-35	0.4	8	2.8
O=C(OCc1ccccc1)N1CCOCCOCCN(C(=O)OCc2ccccc2)CCOCCOCC1	5	-9	-19	10	0.6	28	5.1	-13	4.5
Cc1cccc(CC(=O)Nc2cc(=O)n(C)c(=O)n2C)c1	3	-4	-7	14	0.1	7	0.9	-12	1.0
CN(CCCNC(=O)c1cn(C)c2ccc(S(=O)(=O)N(C)C)cc2c1=O)c1ccccc1	-7	-5	-10	13	-0.2	-14	1.0	-9	0.1
Cn1c(=O)c2[nH]cnc2n(-c2ccccc2)c1=O	-1	0	9	17	0.3	7	0.2	-10	1.2
O=C1c2ccccc2S(=O)(=O)c2cc(N3CCC4(CC3)OCCO4)ccc21	x	-7	-25	x	5.9	-16	x	x	4.0
COc1cc(C(=O)NCc2ccncc2)cc(Br)c1OCc1ccccc1	7	-17	0	5	5.6	36	10	-3	9.6
CCCc1cc(=O)[nH]c(SCC(=O)c2cc(C)n(C)c2C)n1	-9	-8	-4	7	1.9	4	-0.1	-3	1.4
Cc1ccc(C)c(C(=O)n2cnnc2N)c1	8	-20	0	-3	0.4	5	0.1	12	1.5
Cc1cc(C(=O)N/N=C/c2c(C)[nH]c3ccccc23)n[nH]1	-8	-5	-8	5	-0.1	-36	1.0	-9	-1.8
Nc1nncn1C(=O)CCCOc1ccccc1	-8	-7	-6	16	0.8	-12	-0.2	-11	1.2
CC(=O)N1N=C(c2ccc(C)cc2)OC1c1ccc(Br)cc1 (stereo unspecified)	13	-8	-17	6	-0.8	-8	-0.5	10	0.0
c1ccc(-n2cnc3cc(NCc4cccs4)ccc32)cc1	11	-19	-30	16	-1.0	2	0.1	-11	0.2
CCC(=O)Nc1ccc(C(=O)Nc2cc(C)on2)cc1	-6	-7	10	12	0.7	0	0.4	3	0.6
O=C1COc2cc(O)ccc21	x	x	x	6	x	-35	0.6	-3	x
O=C1OCCN1C(=O)[C@H]1[C@H](c2ccc(Cl)cc2)C(c2ccccc2)=NN1c1ccccc1	x	x	-13	-7	x	-13	0.1	-1	x
Cc1ccc(NC(=O)COC(=O)CN2C(=O)C3CCCCC3C2=O)cc1S(=O)(=O)N1CCOCC1 (stereo unspecified)	-6	1	4	0	1.5	0	1.9	4	1.7
COc1ccc(CSc2cccc3cccnc23)cc1[N+](=O)[O-]	1	-6	-12	15	1.1	-5	1.9	-1	2.0
O=C1NC(Cc2c[nH]c3ccccc23)C(=O)N1Cc1cccc2ccccc12 (stereo unspecified)	-12	-20	-24	6	-0.2	19	0.5	3	-1.0
COc1ccc(OC)c(C(=O)COC(=O)CN2C(=O)NC3(CCCCC3C)C2=O)c1 (stereo unspecified)	x	-3	-16	-30	0.7	12	3.5	16	-0.4
COc1ccc(C(=O)OCCCc2cc3ccccc3c(=O)o2)cc1	x	-6	-24	9	3.8	21	0.8	-5	4.0
CC1(C)N=C(N)N=C(N)N1c1cccc(C#N)c1	x	x	x	4	x	2	0.0	7	x
COc1ccc2cc(Br)ccc2c1CC(=O)NCC1CCCO1 (stereo unspecified)	-6	-4	1	11	-1.7	8	-0.3	-8	-1.6
O=C(c1ccc(S(=O)(=O)c2cccc(Cl)c2)c([N+](=O)[O-])c1)N1CCN(Cc2ccccc2)CC1	6	-13	3	-7	9.6	10	8.7	11	8.1
COc1cc(/C=C/C(=O)O)cc(S(=O)(=O)NCCO)c1OC	-6	-6	2	16	-0.2	4	0.4	-13	0.4
C/C=C/C(=O)OCC(=O)Nc1ccc(OC)c(OC)c1	7	-11	-1	19	1.6	0	0.5	-11	-0.2
Cc1ccc(SC(C)C(=O)NCC(C)C)cc1 (stereo unspecified)	-1	2	-3	-3	-1.8	-8	0.0	-9	-0.4
CCN(CC)CCCNC(=O)c1ccc2c(Cl)c3c(nc2c1)CCCC3	-9	-8	-17	-7	-0.7	-11	-0.5	11	0.1
O=P(COCCCCCOCP(=O)(c1ccccc1)c1ccccc1)(c1ccccc1)c1ccccc1	-11	1	-13	8	-1.8	22	4.3	-13	0.7
CSc1ccc(C(=O)NC2CCSc3ccccc32)cc1 (stereo unspecified)	23	-10	-17	14	-1.4	89*	0.1	-21	-1.6
COc1cc(NC(=O)c2sc3ncn(CC(=O)N4CCC(C)CC4)c(=O)c3c2C)cc(OC)c1OC	-2	-14	-17	10	6.0	15	0.9	-19	2.4
N/C(=N\OC(=O)c1ccc(Cl)cc1)c1ccn[nH]1	-7	-4	7	19	-1.6	-13	2.3	-16	-0.3
CN(C(=O)CCCN1C(=O)c2ccccc2C1=O)C1CCCCC1	x	2	-14	-17	-0.2	1	0.6	7	-0.1
C=CCNC(=O)COCc1cc(-c2ccc3c(c2)OCO3)on1	10	-7	4	2	0.7	-1	0.9	10	1.6
CCN1/C(=C\C(=S)Nc2ccccc2)Sc2ccccc21	10	-3	-9	8	0.6	2	0.5	-12	1.2
CCN(CC(=O)Nc1cc(Cl)ccc1C)C(=O)C1COc2ccccc2O1 (stereo unspecified)	x	-4	-19	-7	1.2	-5	-0.1	-10	0.9
Cc1c(OCc2ccccc2)c(=O)ccn1Cc1ccc(Cl)cc1	9	-11	-35	20	-1.7	-14	0.6	-6	-1.0
O=C(c1ccccc1F)N1CCN(Cc2ccccc2F)CC1	-5	2	-6	15	0.6	-5	0.3	-4	0.5
CCCCNC(=O)N1CCOCCOCCN(C(=O)NCCCC)CCOCC1	-3	-9	-22	5	-0.8	-9	-0.1	-11	-0.5
CC1CCCC(NC(=O)COC(=O)[C@@H]2CC(O)CN2S(=O)(=O)c2ccc3c(c2)OCCO3)C1C (stereo partly specified)	8	-2	-11	-8	1.4	-4	2.2	15	3.1
N#Cc1ccccc1OCC(=O)Nc1cccc(S(=O)(=O)N2CCCC2)c1	x	-3	-14	4	3.8	7	4.8	-13	3.6

Continuation.
SMILES	GPR7 antagonist	OXTR potentiator	CHO parental Ca	M1 PAM parental	OXTR ag	TAAR1 antagonist	CHO-K1 Ca ag	CHO-K1 Ca antag	V1R ag counter
CCCCNC(=O)Nc1ccc2c(c1)N(C)C(=O)c1ccccc1S2	11	-7	-8	12	-1.0	-6	4.5	-8	1.9
CN(C)c1ccc(CNC(=O)/C=C/[C@H]2O[C@@H](n3cnc4c(NC(=O)c5ccccc5)ncnc43)[C@H](O)[C@@H]2O)cc1	x	x	x	20	x	6	0.5	11	x
COc1ccc(NC(=O)c2ccccc2C)c(OC)c1	7	1	-21	-3	-1.7	2	0.5	-17	-0.7
Cc1cc(C)n(-c2cccc(CN3CCC(CO)(Cc4ccccc4)CC3)c2)n1	-14	-12	-27	3	1.7	3	1.9	-12	1.1
O=C(NC1CC1)c1ccc(-c2ccc3nccn3c2)cc1	x	x	x	-9	x	6	0.0	12	x
Cc1ccc2cc(C)c3nnc(SCC(=O)Nc4nc5c(s4)CCCC5)n3c2c1C	-4	-2	-20	11	-1.9	-16	1.0	-4	-1.1
COc1ccc(-n2cnc3c(sc4nc(N5CCOCC5)c5c(c43)CCCC5)c2=O)cc1	-2	9	-10	10	0.7	-30	1.8	-12	0.6
COCCN1C(=O)C(O)=C(C(C)=O)C1c1ccc(F)cc1 (stereo unspecified)	7	-9	-3	14	-0.2	-8	0.6	-5	0.3

Compound profiles (already shown). Order of values: GPR7 antagonist, OXTR potentiator, CHO parental Ca, M1 PAM parental, OXTR ag, TAAR1 antagonist, CHO-K1 Ca ag, CHO-K1 Ca antag, V1R ag counter
Profile of `O=C(OCc1ccccc1)N1CCOCCOCCN(C(=O)OCc2ccccc2)CCOCCOCC1` : 5, -9, -19, 10, 0.6, 28, 5.1, -13, 4.5
Profile of `CCCCNC(=O)Nc1ccc2c(c1)N(C)C(=O)c1ccccc1S2` : 11, -7, -8, 12, -1.0, -6, 4.5, -8, 1.9

Screening data (PubChem BioAssay)
